ABHD5-PLIN5 inh: ABHD5-PLIN5 interaction inhibitors, primary screen, cell lysate, split luciferase complementation, luminescence; Perilipin-5 (Homo sapiens) + 1-acylglycerol-3-phosphate O-acyltransferase ABHD5 (Homo …; Split G. princeps luciferase complementation, 4 h; inhibition, % at 4 µM; actives 0.78% (n = 360,000); AID 602281, 2012;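 active = inhibition above the mean inhibition across every tested compound plus 3 SD, cut at about 22% in these data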;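 note: 0% = DMSO only wells and the 100% control is not disclosed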
Vif imaging: HIV Vif self-association inhibitors, primary screen, imaging, HEK293T, single point; HEK293T cells, Vif self-association by quenched fluorescence, 24 h; inhibition, % at 7.49 µM; actives 0.35% (n = 340,000); AID 602346, 2012; in the data active = inhibition above about 50%, passing the limit was not always enough; note: some results filed as inactive read as strong as hits
N-glyco inh: increase of ERlucT glycosylation luciferase signal, primary screen, N-linked glycosylation inhibitor project, D54 ERlucT cells, luminescence, set 2; AID 588692, 2011; D54 ERlucT glycosylation luciferase reporter, 24 h; percent of 100 nM tunicamycin response; actives 0.23% (n = 360,000); reporter increase, % at 12.5 µM;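 active = mean luciferase reporter signal, scaled so untreated is 0 and the glycosylation-blocking control 100, at or above a set limit in every replicate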;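 note: luciferase carries N-glycosylation sites so blocking glycosylation raises the light; 0% = median of neutral control wells and 100% = median of 100 nM tunicamycin wells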
ABCB6 inh 2: ABCB6 transporter inhibitors, primary screen, K562-ABCB6 cells, flow cytometry, MLPCN library | K562-ABCB6 porphyrin accumulation, 1 h; hits give low values | actives 0.19% (n = 360,000) | AID 602162, 2011 | fluorescence ratio to DMSO, % at 10 µM;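 active = fluorescence ratio to DMSO below 75%, the collection mean minus 3 SD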;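 note: signal is porphyrin accumulated inside mitochondria; 100% equals median channel fluorescence of DMSO control wells; lower ratio means ABCB6 inhibition with less porphyrin fluorescence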
MC4R antagonist: MC4R antagonists of cAMP signaling, primary screen, cell-based, TR-FRET, antagonist arm of biased-ligand search; inhibition, % at 6.5 µM; actives 0.48% (n = 360,000); MC4R-expressing cells, MTII-stimulated cAMP, LANCE TR-FRET; Melanocortin receptor 4 (Homo sapiens), P32245;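 active = inhibition above its plate's cutoff, the mean of tested wells on that plate plus 3 SD, cut at about 29% in these data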;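 note: 0% = Melanotan II alone and 100% = Melanotan II plus saturating MCL0020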
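system = U2OS cells with stable human MC4R expression | also added = Melanotan II challenge after compound preincubation | dosing = one concentration, 6.5 µM nominal | incubation = compound 30 min, challenge 1 h, detection 1 h | measured by = TR-FRET with Eu-cAMP and labeled anti-cAMP, 671 nm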
aDG glyco up: activators of alpha-DG glycosylation, primary screen, uHTS, Pro5-aDG cells, AlphaScreen; activation, % at 10 µM; alpha-DG glycosylation AlphaScreen (IIH6); 0% Pro5, 100% B10-LARGE cell signal; actives 0.22% (n = 360,000); AID 624168, 2012;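 active = activation of at least 8% versus controls, or a plate z-score of at least 8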;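 note: Pro5 are CHO cells carrying HIG-tagged alpha-DG that lacks glycosylation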
MC4R ag barr: MC4R agonists recruiting beta-arrestin, primary screen, cell-based, luminescence, agonist arm of biased-ligand search. AID 540308, 2011. activation, % at 8.9 µM. Melanocortin receptor 4 (Homo sapiens), P32245. actives 0.98% (n = 360,000). U2OS MC4R beta-arrestin complementation; percent of melanotan II response, DMSO zero;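 active = activation above a per-plate cutoff, the mean activation of sample wells on that plate plus 3 SD, cut at about 8% in these data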
Granule exo inh: LAMP-1 surface exposure blockers, TALL-104 cells – cell-based, flow cytometry, MLPCN library, primary screen; TALL-104 LAMP-1 surface exposure; cells stimulated with thapsigargin and PMA; inhibition, % at 10 µM; actives 0.66% (n = 360,000); AID 651702, 2012;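 active = inhibition above about 55%, limit read from the data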
TLR9-MyD88 inh: inhibitors of TLR9-MyD88 association in cells, primary screen, cell-based, CHO, BLA complementation, fluorescence; Toll-like receptor 9 (Homo sapiens) + Myeloid differentiation primary response protein …; CCF4 FRET ratio; inhibition, % at 4.98 µM; actives 0.21% (n = 340,000); AID 504734, 2011;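 active = inhibition above the mean over all tested compounds plus 3 SD, cut at about 21% in these data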;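 note: 0% = DMSO only wells and 100% = clavulanate BLA inhibitor control wells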
NOD2 RIPK2 PPI: NOD2-RIPK2 binding disruptors in cells, primary screen, fluorescence, CHO cells, BLA complementation | Receptor-interacting serine/threonine-protein kinase 2 (Homo sapiens), O43353 | CCF4 ratio | inhibition, % at 4.98 µM | actives 0.38% (n = 360,000) | AID 624267, 2012; in the data active = inhibition above about 21%;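 note: 0% = vehicle only and 100% = reference blocker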
The depositor's hits bear a star; . = not tested or not shown; & = joins results of further samples. Some of the compounds tested. The share of hits here may be higher or lower than overall.

SMILES	ABHD5-PLIN5 inh	Vif imaging	N-glyco inh	ABCB6 inh 2	MC4R antagonist	aDG glyco up	MC4R ag barr	Granule exo inh	TLR9-MyD88 inh	NOD2 RIPK2 PPI
Nc1c2c(nc3ccccc13)CCN(Cc1ccccc1)C2	-1	3	-4	108	-4	0.0	-0.9	34	5	-8
CCc1sc(C(=O)N2CCC3(CC2)OCCO3)cc1Br	0	-4	3	99	18	0.3	-0.6	-4	6	-7
CC1=CC(=C2C(=O)NC(=S)NC2=O)C=C(C(F)(F)F)N1Cc1ccccc1	1	0	23	99	-28	0.1	-2.2	6	3	7
C=CCN1C(=O)NC(=O)/C(=C/c2ccc(OCC(=O)Nc3ccc(C)cc3)cc2)C1=O	16	-8	-1	92	13	0.2	-2.6	-4	8	1
CCc1ccc(CN2CCN(C(=O)Cc3ccccc3)CC2)cc1	4	-2	-4	95	14	0.7	-1.3	-4	20	2
CCC12CN3CC(CC)(CN(C1)C3c1cccnc1)C2=O (configuration not stated)	1	0	-3	103	-8	0.3	-0.7	-2	-6	-21
Cc1cc(/C=C2\C(=O)NC(=O)N(c3ccc(Cl)cc3)C2=O)c(C)n1-c1sc2c(c1C#N)CCCC2	10	-4	-6	105	6	1.1	1.1	-5	-2	8
C=CP(=O)(O)c1ccccc1	-1	5	1	99	-3	-0.2	-0.7	2	-23	-1
c1ccc(C2OCCN3CCCCC23)cc1 (configuration not stated)	-2	2	-2	102	2	0.0	0.6	1	-4	-12
O=c1[nH]c(=S)n(Cc2ccc(F)cc2)c(O)c1C=NCCCn1ccnc1	2	-2	1	99	6	0.1	-0.3	0	1	-11
CCc1ccccc1NC(=O)CN1CCN(C(=O)COc2ccccc2C#N)CC1	-3	7	1	96	2	0.0	-0.7	1	0	-11
COc1ccc(-c2nn(CCC#N)cc2C(=O)O)cc1	-3	-6	2	100	7	0.3	0.3	1	4	-11
N[C@H](CO)Cc1ccccc1	4	-2	2	106	11	0.2	-0.3	0	-3	-10
CCN(CC)c1ccc(C=C2C(=O)NC(=S)NC2=O)cc1	-14	9	7	173	22	0.2	-1.4	-4	-9	-5
C=CCN1C(=O)NC(=O)/C(=C\c2ccc(-c3ccccc3[N+](=O)[O-])o2)C1=O	40*	6	5	101	13	0.2	0.2	-2	17	-22
CCOC(=O)c1c(C)[nH]c(C(=O)C(C)N2CCCC2)c1C (configuration not stated)	-2	-1	-1	97	8	0.3	-2.0	-3	-5	-4
CCC1(CC)C(=O)NC(=NCCc2c[nH]c3ccccc23)NC1=O	-3	0	1	101	2	-0.2	-0.8	2	-3	-9
CCNc1ccc(P(=S)(N(C)C)N(C)C)cc1	-4	5	1	102	1	-0.1	-0.1	-2	-2	5
NS(=O)(=O)c1nc[nH]c1[N+](=O)[O-]	4	-3	0	98	-2	0.0	-0.8	0	-30	-23
Cc1ccc(S(=O)(=O)NC(Cc2cnc[nH]2)C(=O)O)cc1 (configuration not stated)	-5	2	0	93	3	0.0	-1.1	-3	5	10
CC(=NCCCn1ccnc1)c1c(O)n(-c2ccccc2)c(=O)[nH]c1=O	0	-4	1	88	-3	-0.2	1.8	-1	14	4
CCCCn1c(=O)c(C(=O)NCc2ccccc2Cl)c(O)c2ccccc21	2	-3	-1	98	20	0.2	-0.9	3	1	-3
O=c1c2ccc(Cl)cc2[nH]c(=S)n1-c1cccnc1	-4	0	2	97	1	-0.3	-1.7	0	2	-3
Cc1[nH]c2ccc(OC(F)(F)F)cc2c1CCNCc1ccc(Cl)cc1	9	-3	0	97	-1	0.2	4.5	1	-12	2
C[N+]1(C)CCc2cc3c(cc2[C@H]1[C@@H]1OC(=O)c2c1ccc1c2OCO1)OCO3	2&-2	0&-2&-2	2&2	97&100	8&4	-0.1&-0.2	-0.7&-0.1	0&11	15&-15	-8&-19
CC(C)[C@H]1C(=O)N2CCC[C@H]2[C@]2(O)O[C@](NC(=O)[C@@H]3C=C4c5cccc6[nH]cc(c56)C[C@H]4N(C)C3)(C(C)C)C(=O)N12	-22	14	4	122	-2	0.4	-0.8	0	1	-2
CCN(CC)CCN1Cc2ccccc2C1=N	-2	2	1	92	-6	-0.3	0.6	-1	-7	-5
Cc1cc(C(=O)OC(C)C(=O)Nc2ccccc2)c(C)n1C1CC1 (configuration not stated)	4	0	2	99	7	-0.2	0.2	3	-1	-15
CCOC(=O)c1cncn1C(C)c1ccccc1 (configuration not stated)	5	5&-8	1	101	5	-0.2	1.1	3	1	-3
O=P(NC1CCCCC1)(Oc1ccccc1)Oc1ccccc1	8	-9	0	92	2	-0.1	6.7	-2	-5	-3
COc1cccc(C2(O)CCN(Cc3ccncc3)CC2)c1	6	3	0	100	-4	-0.1	-1.6	-2	8	1
C[N+](C)(C)CC(=O)O	1	-3	0	105	4	0.0	-0.1	0	-7	-2
O=c1c2ccccc2nc(CN2CCOCC2)n1-c1ccccc1F	-1	-2	2	99	2	0.3	-1.3	2	3	-14
CCOc1cc(C2NCc3ccccc3-n3cccc32)ccc1O (configuration not stated)	-1	1	-1	97	-7	1.0	-3.0	5	1	4
O=c1c2cc(Cl)cc(Cl)c2nc(CN2CCOCC2)n1-c1ccccc1F	6	.	.	96	9	-0.3	0.7	0	3	-5
Cc1ccnc(-n2c(C)cc(C=C3C(=O)N(C)C(=S)N(C)C3=O)c2C)c1	3	-2	1	103	14	0.3	-1.2	0	-2	-6
Cc1ccc(N)c(C(=O)c2ccc(Br)cc2)c1	-4	1	-2	97	21	0.0	1.3	-3	-4	-2
C/C(=N\Nc1ccccc1)c1c(O)n(C)c(=O)n(C)c1=O	6	-1	11	100	5	-0.1	-1.3	-2	-2	-6
C[C@]12CCC3C(CC[C@H]4C[C@@H](O)CC[C@]34C)C1C[C@@H](O)[C@H]2O (some centres not stated)	1	3	1	99	-3	-0.1	-0.3	0	4	-10
CC(C)OCC(O)CN1CC2C[C@@H](C1)Cn1c2cccc1=O (some centres not stated)	9	-8	3	100	1	-0.1	-1.3	2	-9	-7
COc1ccc(C(=O)N2CCCC2=O)cc1	2	2&-3	-1	101	3	0.0	0.2	2	5	-13
COP(=S)(OC)SCn1nnc2ccccc2c1=O	-10	-2	-2	97	1	-0.2	-1.9	-9	-10	0
COC(=O)C1=C(c2ccc(-c3ccccc3)c(F)c2)C[C@@H]2CC[C@H]1N2C(=O)NCc1cc(C)oc1C(F)(F)F	-6	-3	-7	100	22	0.4	0.6	17	-8	-10
O=Cc1c(C(=O)O)n(Cc2ccc(Cl)cc2)c2ccccc12	0	5	2	109	2	0.0	-0.4	-3	5	0
Cc1ccccc1-c1nc(CS(=O)CC(=O)N2CCC3(CC2)OCCO3)c(C)o1 (configuration not stated)	-4	-6	2	94	6	4.0	-1.5	0	3	7
CCN1CCN(c2ncnc3ccc(Br)cc23)CC1	1	.	-10	100	-1	0.4	1.9	-1	-4	2
Cc1nn(Cc2c(Cl)cccc2Cl)c(Cl)c1C(=O)O	-2	-3	0	98	-2	-0.2	-3.5	12	-7	-1
COc1ccc(-c2nn(CCC#N)cc2C(=O)Nc2ccc(C(C)=O)cc2)cc1	-6	0	0	103	-10	-0.1	0.2	0	-12	-15
O=C(Nc1ccc(Cl)cc1)N1CC2CC(C1)c1cccc(=O)n1C2 (configuration not stated)	0	-4	1	98	8	-0.1	-2.1	16	1	-6
Cc1ccccc1C(=O)N1Cc2cnnn2-c2ccccc2C1C#N (configuration not stated)	9	.	3	101	5	-0.3	2.3	0	-18	-6
CC(=O)OCC[N+](C)(C)C	-1&3&-5	0&0&1	1&2&0	98&103&99	-1&2&6	-0.3&-0.2&0.1	-0.4&-0.1&0.9	-7&2&0	-13&-1&-10	-3&-25&-15
CN1c2ccc([N+](=O)[O-])cc2CC2(C(=O)NC(=O)NC2=O)C1c1ccccc1 (configuration not stated)	7	1	3	95	0	0.0	1.1	-1	-4	-20
O=c1[nH]c2ccccc2c(=O)n1-c1cccc(Cl)c1	-3	9	1	93	2	0.1	-0.8	-2	-11	-5
O=C(Cn1cc(C(=O)c2ccccc2F)c2ccccc21)NC1CC1	2	-1	-2	95	9	0.1	-0.8	0	8	0
CC[n+]1c(SC)ccc2cc(OC)ccc21	-2	-4	1	80	1	0.1	-0.4	7	8	10
COc1ccc(/C=C/C(=O)NC(=S)N2C[C@H]3C[C@H](C2)c2cccc(=O)n2C3)cc1OC	-9	-2	1	98	9	0.1	0.2	-3	-15	-2
C[C@]12CCCCC1=CC(=O)C1C2CC[C@@]2(C)C1C[C@@H](F)[C@@H]2O (some centres not stated)	8	-6	0	92	3	0.0	-0.6	0	-6	4
Cc1cccc(CN2CCN(C(=O)Cc3ccccc3)CC2)c1	0	-1	-4	94	-3	-0.1	-1.8	5	3	6
CCOC(=O)NC1CCc2cc(OC)c(OC)c(OC)c2-c2ccc(OC)c(=O)cc21 (configuration not stated)	-8	6	5	99	-24	0.0	-1.4	-2	1	14
CCOC(=O)C1=C(N)OC(C)=C(C(=O)OCCOC)C12C(=O)Nc1ccccc12 (configuration not stated)	-4	-2	3	98	2	0.3	0.1	1	-9	-3

Fetched by compound from above:
SMILES	ABHD5-PLIN5 inh	Vif imaging	N-glyco inh	ABCB6 inh 2	MC4R antagonist	aDG glyco up	MC4R ag barr	Granule exo inh	TLR9-MyD88 inh	NOD2 RIPK2 PPI
CC[n+]1c(SC)ccc2cc(OC)ccc21	-2	-4	1	80	1	0.1	-0.4	7	8	10
Cc1nn(Cc2c(Cl)cccc2Cl)c(Cl)c1C(=O)O	-2	-3	0	98	-2	-0.2	-3.5	12	-7	-1

(next part)
SMILES	ABHD5-PLIN5 inh	Vif imaging	N-glyco inh	ABCB6 inh 2	MC4R antagonist	aDG glyco up	MC4R ag barr	Granule exo inh	TLR9-MyD88 inh	NOD2 RIPK2 PPI
CN1C[C@H](CO)C[C@@H]2c3cccc4[nH]cc(c34)C[C@H]21	-5	-6	3	107	6	0.0	-0.3	-5	-9	-4
Cc1ccc(Cl)cc1-n1c(O)c(C=NCCCN2CCOCC2)c(=O)[nH]c1=O	4	37	2	95	0	-0.1	-0.6	-3	-3	-4
CCC(=NCCCN(CC)CC)c1c(O)n(C2CCCCC2)c(=O)[nH]c1=O	-9	-2	-2	96	19	0.9	-2.0	0	3	-1
CC[C@H](C)[C@@H](C(=O)N1CCCC1c1nccs1)N(C)C(=O)[C@H](CC(C)C)N(C)C(=O)[C@H](Cc1ccc(OC)cc1)N(C)C(=O)/C=C(\C)OC (some centres not stated)	2	-1	4	99	1	0.2	-1.1	0	-3	-12
